# Screening data from PubChem.
# Diaphorase act – activates diaphorase or chemically reduces, flagging diaphorase assay artifacts | Diaphorase/resazurin coupled assay, resorufin fluorescence, 16 min; stronger effect = higher value; 1 = vehicle wells, 0 = NADH-free wells | activation factor at 20 µM | hit rate 0.005% among 190,000;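 active = diaphorase activity raised at least twofold by the compound at 20 µM; inactive = activation factor below 2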
#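 Test system: Clostridium kluyveri diaphorase, purified enzyme. Buffer or medium: 50 mM HEPES pH 7.4 buffer plus MgCl2 and Tween 20. Also added: 0.114 mM NADH and 0.1 mM resazurin, final amounts. Dosing: compound 20 µM once, DMSO 1%. Schedule: 16 min enzyme reaction, ambient temperature. Detection: fluorescence of resorufin, 544 nm excitation, 590 nm emission.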
# APP 5UTR inh – APP translation inhibition; SH-SY5Y APP 5'UTR-luciferase reporter, luminescence; inhibition, % at 2 µM; hit rate 0.82% among 190,000;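 active = inhibition above a set limit, derived from the sample mean plus 3 SD, cut at about 45% in these data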; also: values of inactives mirror those of a sister screen read the other way
# FLuc stim CS – firefly luciferase counter-screen for stimulation assays | activation factor at 10 µM | 200,000 tested, under 10 active | P08659 | ATPlite luciferase biochemical, luminescence, 10 min; 0 = ATP-free wells, 1 = DMSO control;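 active = luciferase activation factor, scaled between plate controls, of at least 2 with compound at 10 µM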
#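 Material: Luciferase/luciferin reagent mix; Doses: test compounds dosed from 2 mM stocks in 100% DMSO; Schedule: 10 min incubation after luciferase reagent addition, room temperature; Measured by: luminescence from luciferase reaction; Read-out: luminescence gain marking luciferase activators.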
# APP 5'UTR act – APP 5'UTR luciferase reporter activation. hit rate 1% among 190,000. activation, % at 2 µM. SH-SY5Y APP 5'UTR luciferase reporter, luminescence; zero percent = DMSO vehicle wells;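 active = activation above a set limit, based on mean plus 3 SD of controls, cut at about 140% in these data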; also: values of inactives mirror those of a sister screen read the other way
# STAT1 activator – increases IFN-gamma driven STAT1 reporter signal; NIH 3T3 STAT1-luciferase reporter, luminescence; 100% = IFN-gamma alone, no compound; activation (% of control), % at 5.5 µM; hit rate 2.6% among 200,000; AID 932;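 active = activation above the screen-wide mean activation plus 3 SD, cut at about 130% in these data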;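 also: raw ratio to IFN-gamma control signal so 100% means no change and 0% no light; values of inactives mirror those of a sister screen read the other way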
# NF-kB expr up – raises NF-kB expression in human neuronal cells. NF-kB reporter expression; stronger effect = higher value. fold change at 12.5 µM. hit rate 1.6% among 190,000. AID 1239; in the data active = fold change above about 3.3
# Diaphorase inh – inhibits diaphorase or chemically oxidizes, flagging diaphorase assay artifacts; diaphorase resazurin-to-resorufin fluorescence, NADH, 16 min; bacterial (C. kluyveri) enzyme, not human; hit rate 0.69% among 190,000; inhibition, % at 20 µM; AID 1217;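 active = primary screen inhibition at 20 µM above a set limit, cut at about 50% in these data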;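 also: plate controls were DMSO with full reaction for no effect and wells lacking NADH for full effect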
#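 Test system: diaphorase enzyme from Clostridium kluyveri; amount: diaphorase at 0.14 U/mL in enzyme working solution; detection: fluorescence of resorufin formed from resazurin, Ex 544/Em 590 nm; times: reaction incubation of 16 min at room temperature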
# G6PDH counter – counter-screen for G6PDH assay hits: L. mesenteroides G6PDH inhibition. Purified L. mesenteroides G6PDH, diaphorase/resazurin coupled fluorescence, 45 min. inhibition, % at 5 µM. hit rate 0.12% among 200,000; in the data active = inhibition above about 50%
# TLR4-MyD88 BLA – blocks binding of human TLR4 to MyD88 | HeLa CL3-4 TLR4/MyD88 BLA complementation, FRET ratio | AID 861 | hit rate 0.18% among 200,000 | inhibition, % at 8.4 µM | O00206+Q99836; in the data active = inhibition above about 25%;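 also: 0% = vehicle and 100% = reference inhibitor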
# Target sequence (O00206 whole entry, looked up): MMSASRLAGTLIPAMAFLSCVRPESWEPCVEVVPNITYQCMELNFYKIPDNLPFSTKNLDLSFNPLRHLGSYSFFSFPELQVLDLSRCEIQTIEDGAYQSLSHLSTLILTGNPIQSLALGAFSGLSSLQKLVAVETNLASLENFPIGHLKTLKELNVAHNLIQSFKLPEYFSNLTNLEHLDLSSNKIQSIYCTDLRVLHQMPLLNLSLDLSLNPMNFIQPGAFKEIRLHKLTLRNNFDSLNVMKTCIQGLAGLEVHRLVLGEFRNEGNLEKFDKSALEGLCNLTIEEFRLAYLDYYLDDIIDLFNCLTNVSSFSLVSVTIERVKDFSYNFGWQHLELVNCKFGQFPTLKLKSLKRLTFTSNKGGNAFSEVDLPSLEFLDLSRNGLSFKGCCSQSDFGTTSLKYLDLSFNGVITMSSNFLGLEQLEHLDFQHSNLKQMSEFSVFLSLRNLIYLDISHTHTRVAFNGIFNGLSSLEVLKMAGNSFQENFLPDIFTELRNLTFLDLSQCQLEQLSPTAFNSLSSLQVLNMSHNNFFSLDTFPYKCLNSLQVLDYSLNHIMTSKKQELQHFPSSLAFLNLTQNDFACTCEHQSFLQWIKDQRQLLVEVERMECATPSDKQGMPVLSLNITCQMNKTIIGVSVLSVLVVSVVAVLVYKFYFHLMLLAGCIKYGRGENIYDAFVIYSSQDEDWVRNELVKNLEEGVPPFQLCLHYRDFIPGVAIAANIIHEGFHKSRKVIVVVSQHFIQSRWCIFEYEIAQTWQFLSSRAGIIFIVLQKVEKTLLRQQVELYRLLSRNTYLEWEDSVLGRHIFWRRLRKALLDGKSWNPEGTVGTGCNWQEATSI
# Target sequence (Q99836 whole entry, looked up): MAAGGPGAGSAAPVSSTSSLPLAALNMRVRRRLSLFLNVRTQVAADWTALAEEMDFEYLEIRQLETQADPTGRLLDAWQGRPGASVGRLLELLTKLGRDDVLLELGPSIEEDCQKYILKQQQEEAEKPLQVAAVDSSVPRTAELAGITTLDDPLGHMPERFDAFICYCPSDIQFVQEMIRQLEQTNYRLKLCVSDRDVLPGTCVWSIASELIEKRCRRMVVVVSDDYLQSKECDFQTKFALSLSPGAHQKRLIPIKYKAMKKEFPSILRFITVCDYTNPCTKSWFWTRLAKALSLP
# FLuc inh counter – counter-screen for luciferase assay inhibitors: firefly luciferase inhibition. P08659. ATPLite firefly luciferase biochemical luminescence, 10 min. inhibition, % at 10 µM. hit rate 1.5% among 200,000. AID 1006;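 active = inhibition above about 50% when tested at 10 µM, limit read from the data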
# * hit, by the source's call; x = not tested or not shown.
entry | canonical_smiles | NF-kB expr up | TLR4-MyD88 BLA | APP 5UTR inh | FLuc inh counter | APP 5'UTR act | STAT1 activator | Diaphorase act | G6PDH counter | FLuc stim CS | Diaphorase inh
1 | CCC(Sc1nc(=O)cc(N)n1-c1cccc(C)c1)C(=O)Nc1cc(C)on1 (centres undefined) | 0.74 | -1 | -18 | -5 | 18 | 101 | 0.8 | -6 | 1.1 | 16
2 | CN1CCN(NC(=O)c2ccc(S(=O)(=O)N3CCCCCC3)cc2)CC1 | 0.97 | -2 | -22 | 5 | 22 | 97 | 1 | 2 | 1 | 1
3 | Cc1cc(NC(=O)CSc2nc(-c3cccs3)cc(C(F)(F)F)n2)no1 | 1.6 | 6 | 2 | -9 | -2 | 100 | 0.9 | -19 | 1.1 | 10
4 | CCOC(=O)C1(C)/C(=N/Nc2ccc(S(N)(=O)=O)cc2)C(=O)C(=O)N1c1ccccc1 (centres undefined) | 1.2 | 9 | 9 | 3 | -9 | 102 | 0.9 | 11 | 1 | 11
5 | O=C(NCc1ccccc1Cl)C1CCCN(S(=O)(=O)c2cccc3nsnc23)C1 (centres undefined) | 0.89 | 0 | -11 | -2 | 11 | 96 | 0.9 | 8 | 1 | 13
6 | Cc1cc(NC(=O)Cn2c(=O)c3c(ncn3CC(C)C)n(Cc3ccccc3)c2=O)no1 | 0.81 | 7 | 14 | -5 | -14 | 103 | 0.8 | 12 | 1 | 17
7 | Clc1ccc(Oc2cnns2)cc1Cl | 1.7 | 0 | 18 | 0 | -18 | 100 | 0.9 | 0 | 1 | 14
8 | Oc1c(/C=N/c2ncn[nH]2)ccc2ccccc12 | 1 | -3 | 8 | -1 | -8 | 104 | 0.5 | 44 | 1 | 45
9 | COc1ccccc1NS(=O)(=O)c1cccc(NC(=O)Cc2cccs2)c1 | 0.84 | 0 | -3 | -5 | 3 | 96 | 0.8 | -20 | 1 | 16
10 | Cc1onc(-c2c(Cl)cccc2Cl)c1C(=O)NC(C)(C)CO | 1.1 | -1 | 14 | -5 | -14 | 103 | 1 | 2 | 1 | -1
11 | Cc1ccc(S(=O)(=O)c2nc(NC3CCS(=O)(=O)C3)sc2Cl)cc1 (centres undefined) | 0.8 | -1 | 4 | -1 | -4 | 95 | 0.9 | 10 | 1 | 13
12 | Cc1cc(C)n2cc(CSCc3ccco3)nc2n1 | 1.2 | -6 | -19 | -3 | 19 | 92 | 0.7 | 1 | 1 | 30
13 | Cn1c(Cn2c(=O)sc3ccccc32)nnc1SCC(=O)N1CCN(c2ccccc2)CC1 | 0.93 | -11 | 6 | -5 | -6 | 95 | 0.9 | -6 | 1 | 9
14 | CN(C)/C=C(\c1cnc(Cl)s1)S(=O)(=O)c1ccccc1 | 1.1 | 20 | 12 | -6 | -12 | 98 | 0.9 | 6 | 1.1 | 14
15 | OCC(O)C(O)C(O)C(O)C1NCCS1 (centres undefined) | 1.1 | 7 | -2 | 2 | 2 | 106 | 1 | 9 | 1 | -3
16 | Cc1ccccc1NCc1ccc(O)c2ncccc12 | 1.2 | -13 | 16 | -8 | -16 | 103 | 0.1 | 26 | 1.1 | 92*
17 | COCCN(CCOC)S(=O)(=O)c1ccc(C(=O)Nc2nnc(COC)o2)cc1 | 1.1 | -13 | 6 | -5 | -6 | 101 | 1 | 5 | 1.1 | 4
18 | COc1ccc(Cl)cc1S(=O)(=O)n1cnc2ccccc21 | 1.1 | 6 | -8 | 3 | 8 | 104 | 0.9 | 38 | 1 | 8
19 | COc1ccc(OC)c(Nc2nc(-c3sc(NC(=O)C(C)(C)C)nc3C)cs2)c1 | 0.85 | -7 | 5 | -11 | -5 | 102 | 0.8 | 3 | 1.1 | 17
20 | CN1CCN(NC(=S)NC2CCCCC2)CC1 | 1.2 | 6 | -3 | -11 | 3 | 88 | 0.9 | 0 | 1.1 | 7
21 | O=C(CCC(=O)N(CC(=O)NC1CCCC1)Cc1cccs1)Nc1nccs1 | 0.97 | -5 | 13 | -4 | -13 | 96 | 1 | 6 | 1 | 5
22 | O=[N+]([O-])c1ccc(NCCCN2CCOCC2)c(Cl)c1 | 1.7 | -9 | 2 | -7 | -2 | 108 | 0.9 | 2 | 1.1 | 6
23 | Cc1cnc(C)c(N2CCC(C(=O)NCc3cccs3)CC2)n1 | 1.1 | -4 | 11 | -9 | -11 | 98 | 0.8 | 1 | 1.1 | 23
24 | COc1ccc(OC)c(NC(=O)CC(NCCC2=CCCCC2)C(=O)O)c1 (centres undefined) | 0.98 | -18 | -23 | 1 | 23 | 102 | 1.1 | 1 | 1 | -8
25 | Cc1[nH]n(-c2ccccc2)c(=O)c1CCO | 0.97 | -9 | -13 | -5 | 13 | 104 | 1.1 | 8 | 1.1 | -12
26 | O=C(Nc1ccccc1SCC1CSc2nc3ccccc3c(=O)n21)c1cccc(Cl)c1 (centres undefined) | 1.4 | -10 | -1 | -8 | 1 | 88 | 0.8 | -23 | 1.1 | 17
27 | CC1COc2ccccc2N1C(=O)c1ccc(Cl)nc1 (centres undefined) | 1.6 | -22 | -13 | -3 | 13 | 98 | 1.1 | 1 | 1 | -5
28 | Cc1cc2ccccc2c(=O)n1CC(=O)NCC(=O)N1CCCC1 | 1.1 | -3 | -10 | -7 | 10 | 98 | 1 | 9 | 1.1 | 2
29 | CCN1CCN(CCCOc2ccc(Cl)cc2Br)CC1 | 1.2 | 1 | -12 | 0 | 13 | 102 | 1 | 7 | 1 | -4
30 | COC(=O)c1ccc(CSc2ccc3nnc(-c4cccnc4)n3n2)o1 | x | x | x | -3 | x | x | 0.9 | -33 | 1 | 5
31 | O=C(O)c1cc(S(=O)(=O)O)ccc1O | 0.98 | 1 | -6 | -4 | 6 | 107 | 0.9 | -9 | 1 | 10
32 | CC(C)C(=O)Nc1ccc(NC(=O)c2cccc(F)c2)cn1 | 1.6 | 5 | -56 | -3 | 56 | 120 | 0.8 | 6 | 1 | 16
33 | O=C(NC1CCCCC1)N1CCc2ccccc21 | 2.4 | -7 | -52 | 19 | 52 | 129* | 0.9 | 0 | 0.8 | 14
34 | O=C(O)c1ccc2c(c1)C(=O)/C(=C\c1ccco1)C2=O | 1.3 | -7 | 11 | -1 | -11 | 104 | 0.7 | -5 | 1 | 25
35 | CCN(CC)CCNc1ccc(CO)c2sc3ccccc3c(=O)c12 | 0.57 | -4 | 20 | -6 | -20 | 125 | 0.7 | 15 | 1.1 | 26
36 | CC(C)(C)C(=O)Nc1nc2c(s1)COc1ccccc1-2 | 1.2 | -4 | -14 | -7 | 14 | 108 | 0.9 | -15 | 1.1 | 7
37 | Cc1ccc(-n2c(C)cc(/C=N\NC(=O)CC(=O)NC(C)C)c2C)cc1 | 0.96 | 4 | -3 | 0 | 3 | 112 | 0.9 | 4 | 1 | 12
38 | COc1cccc(N2CCN(S(=O)(=O)c3ccc4nc(-c5ccccc5)[nH]c4c3)CC2)c1 | 1.4 | -5 | 18 | -2 | -19 | 97 | 0.8 | 1 | 1 | 22
39 | CC(=O)OCCN1C(=O)c2cccnc2C1=O | 1.1 | 9 | 11 | -6 | -11 | 101 | 0.8 | 0 | 1.1 | 23
40 | CCN(CC)CC(O)COc1ccccc1C(=O)CCc1ccccc1 (centres undefined) | x | 17 | -2 | -3 | 2 | 87 | 0.9 | -5 | 1 | 12
41 | CCN(C(=O)COC(=O)c1c(NC(C)=O)sc(C)c1C)C1CCS(=O)(=O)C1 (centres undefined) | 1.1 | 13 | 9 | -12 | -9 | 98 | 1 | 12 | 1.1 | -2
42 | c1ccc(CCNc2nnnn2-c2ccccc2)cc1 | 1.2 | 3 | 6 | 2 | -7 | 105 | 1 | 4 | 1 | 2
43 | CS(=O)(=O)c1ccc(Sc2nc3ccccc3[nH]2)c([N+](=O)[O-])c1 | 0.96 | -3 | 4 | -1 | -4 | 101 | 0.9 | 2 | 1 | 14
44 | O=C(CSc1nc2ccc(Cl)cc2[nH]1)NCCc1ccccc1 | 1 | -20 | -1 | -5 | 1 | 106 | 0.8 | 12 | 1 | 18
45 | CCOC(=O)C1=C(C)OC(N)=C(C#N)C1c1cc(OC)c2c(c1)OCO2 (centres undefined) | 0.95 | -6 | 8 | -10 | -8 | 94 | 0.9 | 10 | 1.1 | 14

# Part of the list above, with two lines to a compound:
# Values run as follows: NF-kB expr up	TLR4-MyD88 BLA	APP 5UTR inh	FLuc inh counter	APP 5'UTR act	STAT1 activator	Diaphorase act	G6PDH counter	FLuc stim CS	Diaphorase inh
(31) O=C(O)c1cc(S(=O)(=O)O)ccc1O
 : 0.98	1	-6	-4	6	107	0.9	-9	1	10
(32) CC(C)C(=O)Nc1ccc(NC(=O)c2cccc(F)c2)cn1
 : 1.6	5	-56	-3	56	120	0.8	6	1	16
(33) O=C(NC1CCCCC1)N1CCc2ccccc21
 : 2.4	-7	-52	19	52	129*	0.9	0	0.8	14
(34) O=C(O)c1ccc2c(c1)C(=O)/C(=C\c1ccco1)C2=O
 : 1.3	-7	11	-1	-11	104	0.7	-5	1	25
(35) CCN(CC)CCNc1ccc(CO)c2sc3ccccc3c(=O)c12
 : 0.57	-4	20	-6	-20	125	0.7	15	1.1	26
(36) CC(C)(C)C(=O)Nc1nc2c(s1)COc1ccccc1-2
 : 1.2	-4	-14	-7	14	108	0.9	-15	1.1	7
(37) Cc1ccc(-n2c(C)cc(/C=N\NC(=O)CC(=O)NC(C)C)c2C)cc1
 : 0.96	4	-3	0	3	112	0.9	4	1	12
(38) COc1cccc(N2CCN(S(=O)(=O)c3ccc4nc(-c5ccccc5)[nH]c4c3)CC2)c1
 : 1.4	-5	18	-2	-19	97	0.8	1	1	22
(39) CC(=O)OCCN1C(=O)c2cccnc2C1=O
 : 1.1	9	11	-6	-11	101	0.8	0	1.1	23
(40) CCN(CC)CC(O)COc1ccccc1C(=O)CCc1ccccc1 (centres undefined)
 : x	17	-2	-3	2	87	0.9	-5	1	12
(41) CCN(C(=O)COC(=O)c1c(NC(C)=O)sc(C)c1C)C1CCS(=O)(=O)C1 (centres undefined)
 : 1.1	13	9	-12	-9	98	1	12	1.1	-2
(42) c1ccc(CCNc2nnnn2-c2ccccc2)cc1
 : 1.2	3	6	2	-7	105	1	4	1	2
(43) CS(=O)(=O)c1ccc(Sc2nc3ccccc3[nH]2)c([N+](=O)[O-])c1
 : 0.96	-3	4	-1	-4	101	0.9	2	1	14
(44) O=C(CSc1nc2ccc(Cl)cc2[nH]1)NCCc1ccccc1
 : 1	-20	-1	-5	1	106	0.8	12	1	18
(45) CCOC(=O)C1=C(C)OC(N)=C(C#N)C1c1cc(OC)c2c(c1)OCO2 (centres undefined)
 : 0.95	-6	8	-10	-8	94	0.9	10	1.1	14
